# Assay outcomes deposited in PubChem by National Center for Advancing Translational Sciences (NCATS).
# HBB splice mod: alters splicing of the hemoglobin beta chain; HBB splicing reporter cell assay, activation; EGFP reporter with mutant IVS2-654 intron; response scale: normalised to 500 nM splice-correcting PNA; Potency, µM (series often up to 46.1 µM), without a hit: at the highest dose activation, hits mostly activators; actives 0.06% (n = 65,000); note: potency is the fitted concentration of half-maximal effect; 0% is about no effect
#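 Compounds were applied for 2 days to HeLa EGFP-654 cells, 500/well in Optimem with 2% FCS. The reporter's EGFP is disrupted by mis-splicing of beta-globin intron IVS2-654. Readout: summed well GFP fluorescence from 488 nm laser scanning; reference was 500 nM antisense […] 654 PNA.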
# Hsp90 Hop PPI: changes Hsp90-Hop TPR2A binding signal, up or down. actives 0.44% (n = 71,000). Potency, µM (highest dose often 57 µM), without a hit: top-dose activity change, negative = inhibition. AID 595. AlphaScreen TPR2A-His6 binding biotin-Hsp90 C-terminal peptide; active = well fitted curve in either direction with a large enough effect; inconclusive = small, poorly fitted or top-dose-only effect, or another doubt; note: potency is the fitted concentration of half-maximal effect; % is set by controls: 0 for no effect and ±100 for the full control effect; many of its hits are not listed in these tables
# ERK AVP block: inhibitors of vasopressin-stimulated ERK signaling pathway; AID 995; actives 0.99% (n = 72,000); HEK293-V1b, vasopressin-stimulated pERK AlphaScreen; Potency, µM (titrated, usually from 57.5 µM), for inactives: at the top dose activity, negative = inhibition, usual class: inhibitors; note: potency is the fitted concentration of half-maximal effect; % is set by controls: 0 for no effect and ±100 for the full control effect; nearly all actives have a fitted effect of over 55% in size
#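 HEK293 cells stably expressing V1b receptor, seeded overnight in 1% FBS, were treated with compounds for 30 min at 37C, then stimulated 5 min with 25 nM vasopressin; phospho-ERK read by AlphaScreen SureFire after lysis.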
# Fluorescein autfl: compound fluoresces in the fluorescein spectral region. max fluorescein-equivalent concentration, M. Compound autofluorescence, 480/540 nm, fluorescein-equivalent; hits give high values. AID 593. actives 0.91% (n = 59,000); in the data active = max fluorescein-equivalent concentration above about 10 nM; inconclusive = between about 1.1 nM and that limit
#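 First, buffer (100 mM Tris, pH 8.0) dispensed; second, compounds and fluorescein standards pinned in; third, 15 min room-temperature incubation; finally, imaging at ex 480 nm/em 540 nm. Fluorescence normalized against the six-point fluorescein curve.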
# CRE Fsk mod: modulators of forskolin-stimulated CRE signaling in CHO cells. CHO CRE-bla reporter (cAMP response element driving beta-lactamase), forskolin EC10, beta-lactamase ratio. Potency, µM (top dose mostly 38.2 µM), for the others: at the highest dose activity change, negative = inhibition, usual class: activators. actives 2.5% (n = 71,000); active = well fitted activation curve with a large enough effect in the signal ratio, with a control signal flat, not every such curve was filed as active; inconclusive = small, poorly fitted or top-dose-only effect, or effect the other way, or a change in a side signal; the % refers to the signal ratio; note: potency is the fitted concentration of half-maximal effect; % of control where 0% means no effect
#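 Beta-lactamase reporter under a cAMP responsive element in CHO cells; compounds tested in titration series against EC10 NKH 477, 3 h at 37 °C. Read-out: CCF4 FRET ratio 460nm/530nm (excitation 405nm) giving %Activity, fitted to AC50.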
# UbGFP stabilizer: inhibits proteasome, raising ubiquitin-GFP reporter fluorescence; Ubiquitin-GFP reporter cells, proteasome inhibition, GFP fluorescence; response scale: untreated = 0%, 10 µM MG-132 = 100%; Potency, µM (titrated, usually from 45.9 µM), without a hit: at the top dose activation (GFP accumulation), most hits filed as activators; 67,000 tested, under 10 active; active = well fitted activation curve with a large enough effect, not every such curve was filed as active; inconclusive = small, poorly fitted or top-dose-only effect, or another doubt; inactive = no such curve, though single readings can be large or run the other way; note: potency is the fitted concentration of half-maximal effect
#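 U2OS cells stably expressing ubiquitin(G76V)-GFP, seeded overnight in 0.5% FBS medium, were exposed to compounds (qHTS, 46 uM to 2.9 nM) for 4 hr at 37 °C. GFP-positive cells were counted by laser cytometry (488 ex/515 em), normalized between basal and 10 uM MG-132.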
# Epigenetic mod: derepresses silenced GFP locus in mouse C127i cells. mouse C127i GFP locus derepression, cytometry, 30 h. Potency, µM (top dose mostly 46.1 µM), for the others: at the top dose GFP derepression (activation). actives 0.09% (n = 68,000). AID 597; note: % of control where 0% means no effect
#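 Derepression screen: silenced CMV-GFP reporter in murine C127i cells, 30 h compound incubation at 37 C, washed cells imaged by laser-scanning cytometer to enumerate GFP-expressing objects of 20 to 120 um.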
# Texas Red fluor: Texas Red region autofluorescence; Compound fluorescence, Texas Red channel, 547/618 nm; hits give high values; max dye-equivalent concentration, M; actives 0.06% (n = 59,000); AID 587; in the data active = max dye-equivalent concentration above about 10 nM; inconclusive = between about 1.1 nM and that limit
#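 Texas Red-region profiling: compounds in 100 mM Tris pH 8.0 were read at 547/618 nm after 15 min at room temperature. Intensities were normalized against a six-point Texas Red standard series to give dye-equivalent concentration.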
# A350 fluor: compound fluoresces in the Alexa 350 spectral region; Compound autofluorescence, 340/450 nm, Alexa 350 dye-equivalents; hits give high values; max dye-equivalent concentration, M; actives 11% (n = 59,000); AID 590; in the data active = max dye-equivalent concentration above about 10 nM; inconclusive = mostly about 1.1 nM to 9.6 nM
# FLuc inh: firefly luciferase inhibition; P08659; AID 411; purified firefly luciferase, luminescence, 8 min; Potency, µM (series often up to 57.1 µM), for inactives: top-dose activity change, negative = inhibition, most hits filed as inhibitors; actives 2.2% (n = 72,000); note: potency is the fitted concentration of half-maximal effect; % is set by controls: 0 for no effect and ±100 for the full control effect; nearly all actives have a fitted effect of over 40% in size
# Target sequence (P08659 whole entry, looked up): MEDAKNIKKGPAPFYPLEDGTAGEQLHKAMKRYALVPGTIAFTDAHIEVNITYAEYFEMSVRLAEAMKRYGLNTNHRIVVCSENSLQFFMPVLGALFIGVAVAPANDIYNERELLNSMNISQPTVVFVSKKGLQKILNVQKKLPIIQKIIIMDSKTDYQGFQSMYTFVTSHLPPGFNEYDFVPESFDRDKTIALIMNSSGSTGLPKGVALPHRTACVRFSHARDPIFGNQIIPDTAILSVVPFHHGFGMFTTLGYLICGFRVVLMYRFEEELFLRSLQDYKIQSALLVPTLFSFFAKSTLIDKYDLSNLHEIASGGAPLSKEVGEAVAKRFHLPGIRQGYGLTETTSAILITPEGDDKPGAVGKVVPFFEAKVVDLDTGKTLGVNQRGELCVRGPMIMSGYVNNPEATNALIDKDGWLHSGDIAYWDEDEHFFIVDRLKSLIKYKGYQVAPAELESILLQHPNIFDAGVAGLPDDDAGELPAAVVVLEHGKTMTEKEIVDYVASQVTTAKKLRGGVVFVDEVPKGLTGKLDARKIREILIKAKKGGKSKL
#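 Luminescence read-out after 8 min at room temperature; enzyme reaction used luciferin plus 10 uM ATP (linear range) in imidazole buffer pH 7.2 with KCl, MgCl2, Tween 20 and BSA. Each sample was run as a titration.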
# 4MU fluor: compounds fluorescent in 4-MU spectral region | compound autofluorescence, 340/450 nm, 4-MU equivalents; hits give high values | max dye-equivalent concentration, M | actives 11% (n = 59,000); in the data active = max dye-equivalent concentration above about 10 nM; inconclusive = mostly about 1.1 nM to 9.6 nM
#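 Compounds in 100 mM Tris, pH 8.0, sat 15 min at room temperature before fluorescence was read at 340 nm excitation/450 nm emission; a per-plate six-point 4-MU standard curve converted signals to dye-equivalent concentration at each compound concentration.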
# The depositor's hits bear a star; i = inactive; ? = inconclusive; / = no result given; [ ] = dose if it differs, or a comment. Unless noted, calls come from the whole dose curve; as a rule, active = well fitted curve in the direction sought with a large enough effect; inconclusive = small, poorly fitted or top-dose-only effect, or another doubt; inactive = no such curve, though single readings can be large; an effect the other way counts as inactive or inconclusive. The list is partial, so the mix of outcomes need not match the whole.
SMILES,HBB splice mod,Hsp90 Hop PPI,ERK AVP block,Fluorescein autfl,CRE Fsk mod,UbGFP stabilizer,Epigenetic mod,Texas Red fluor,A350 fluor,FLuc inh,4MU fluor
CCOC(=O)c1cccc(Nc2nc(C)cc(C)n2)c1,-1.2%,-2.3%,-0.6%,i,6.6%,2.7%,5.7%,i,i,3.7%,i
O=C(CCn1c(=S)[nH]c2ccccc2c1=O)N1CCN(c2ccccn2)CC1,4.7%[0.369 µM],1.4%,?,i,?,/,0.0%,i,i,2.9%,i
COC(=O)c1ccc(NC(=O)C2CCCN(S(=O)(=O)c3cnc[nH]3)C2)cc1 (stereo unspecified),-1.3%,-2.2%,-12.4%,/,-7.4%,-10.2%,-3.4%,/,/,-2.5%,/
CCOC(=O)C1=C(C)Nc2ncnn2C1c1ccc(N(C)C)cc1 (stereo unspecified),0.1%[57.5 µM],-3.3%,-13.5%,i,1.0%,-7.2%,-1.9%,i,i,2.7%,i
CN1CCN(C(=O)c2c(O)c3cccc4c3n(c2=O)CCC4)CC1,/,-1.4%,0.3%,i,-3.3%,3.4%,-3.4%,i,i,-0.6%,i
O=S(=O)(NCc1ccc2c(c1)OCO2)c1cccc2nsnc12,-1.3%,1.6%,-5.2%,?,?,-2.6%,-3.2%,i,i,6.9%,i
Cc1ccc(CN2C(=O)CCC2C(=O)NCCCN2CCCC(C)C2)cc1 (stereo unspecified),-2.6%,2.6%,14.0%,i,-11.9%,-8.0%,-1.1%,i,i,0.8%,i
c1cncc(-c2nnc3sc(C4CCCCC4)nn23)c1,/,/,/,i,/,/,2.3%[20.6 µM],i,?,-1.6%[25.5 µM],?
COc1ccc2nc(C)c(C(=O)OCCN(C)C)cc2c1,/,-4.9%,-8.4%,i,6.3%,-3.4%,1.9%,i,1.08e-07M*,-1.2%,1.13e-07M*
CCOC(=O)N1CCN(C(=O)C2CCN(S(=O)(=O)CC)CC2)CC1,-1.9%,-0.3%,2.5%,i,17.8%,-13.4%,1.4%,i,i,0.3%,i
COc1cc(C(=O)N2CCN(C(=O)c3ccccc3)CC2)cc(OC)c1OC,0.3%,1.0%,-2.8%,i,6.4%,15.9%,-1.2%,i,?,2.0%,?
CCOc1ccccc1N(CC(=O)Nc1ccc2c(c1)OCCO2)S(C)(=O)=O,/,-4.8%,-8.1%,i,1.5%,3.0%,2.6%,i,i,1.7%,i

# Among those listed so far, these have a carbonyl joined to an NH by a bond outside any ring.
SMILES,HBB splice mod,Hsp90 Hop PPI,ERK AVP block,Fluorescein autfl,CRE Fsk mod,UbGFP stabilizer,Epigenetic mod,Texas Red fluor,A350 fluor,FLuc inh,4MU fluor
COC(=O)c1ccc(NC(=O)C2CCCN(S(=O)(=O)c3cnc[nH]3)C2)cc1 (stereo unspecified),-1.3%,-2.2%,-12.4%,/,-7.4%,-10.2%,-3.4%,/,/,-2.5%,/
Cc1ccc(CN2C(=O)CCC2C(=O)NCCCN2CCCC(C)C2)cc1 (stereo unspecified),-2.6%,2.6%,14.0%,i,-11.9%,-8.0%,-1.1%,i,i,0.8%,i
CCOc1ccccc1N(CC(=O)Nc1ccc2c(c1)OCCO2)S(C)(=O)=O,/,-4.8%,-8.1%,i,1.5%,3.0%,2.6%,i,i,1.7%,i

# (continued)
SMILES,HBB splice mod,Hsp90 Hop PPI,ERK AVP block,Fluorescein autfl,CRE Fsk mod,UbGFP stabilizer,Epigenetic mod,Texas Red fluor,A350 fluor,FLuc inh,4MU fluor
CCCCn1c(SCC(=O)N2CC(C)CC(C)C2)nc2cc(S(N)(=O)=O)ccc21 (stereo unspecified),0.0%[57.5 µM],-1.8%,-20.0%,i,-2.4%,9.5%,0.0%,i,i,0.9%,i
CCOc1ccc(OCCSc2nc(C)cc(=O)[nH]2)cc1,-0.1%[57.5 µM],-4.3%,-14.7%,?,4.6%,2.3%,0.0%,i,i,-29.3%,i
COc1cc(C(=O)Nc2cc(-c3nc4cc(C)ccc4o3)ccc2C)cc(OC)c1OC,1.3%,-2.6%,-18.5%,/,17.2%,-21.7%,10.7%,/,/,1µM*,/
Cc1ccccc1-c1noc(-c2cccs2)n1,-0.2%,12.2%,54.3%[activator],/,-2.6%,11.0%,-2.3%,/,/,-17.7%,/
CCn1c(COc2ccc(C)cc2)nnc1SCC(=O)Nc1ccc2c(c1)OCCO2,0.3%[57.5 µM],-0.8%,-25.8%,i,-3.2%,-2.1%,-3.3%,i,i,-2.3%,i
CC(=O)c1ccc(N2CCN(S(=O)(=O)c3cccc(S(=O)(=O)N4CCOCC4)c3)CC2)cc1,-0.1%[57.5 µM],-2.5%,-18.2%,i,-1.3%,-1.0%,0.0%,i,i,2.0%,i
COCCn1c(=O)c(CCc2ccccc2)nc2cnc(Nc3ccccc3)nc21,5.1%,17.0%,-10.0%,i,?,-2.0%,0.5%[9.22 µM],i,?,1.1%[11.4 µM],?
O=C(O)CC(C(=O)OC1CCCCC1)N1CCOCC1 (stereo unspecified),1.5%,-10.3%,-6.5%,?,5.0%,3.9%,5.4%,i,i,1.3%,i
CCOC(=O)C(NC(=O)c1ccccc1)(N1CCOCC1)C(F)(F)F (stereo unspecified),1.7%,-0.9%,-7.2%,i,-7.8%,13.3%,-1.0%,i,i,1.4%,i
COc1ccccc1N1CCN(C(=O)COc2ccc(Cl)cc2Br)CC1,-0.6%,7.8%,-15.8%,/,-1.8%,17.4%,0.0%,/,/,-2.1%,/
CN(C)CCCNC(=O)CCC1CCCCC1,1.0%,-1.2%,3.8%,/,-3.1%,8.7%,-1.6%,/,/,3.6%,/
COc1ccccc1-c1ccc2ncnc(N(C)Cc3ccco3)c2c1,1.5%,-12.5%,-12.7%,i,?,10.0%,-2.9%[9.22 µM],i,i,-1.6%[2.29 µM],i
COC(=O)c1ccc(CC(=O)c2c(C)cc(O)cc2O)o1,-3.1%[57.5 µM],-3.3%,-11.5%,i,-12.1%,-1.8%,0.0%,i,i,-2.1%,i
Cc1cc(C(F)(F)F)c(C#N)c(SCC(=O)NC2CC2)n1,/,/,/,?,/,/,0.0%[20.6 µM],i,?,1.8%[25.5 µM],i
Cc1cc(N2CCN(C)CC2)nc(N2CCOCC2)n1,0.2%[57.5 µM],-1.5%,1.0%,i,-0.6%,2.7%,1.0%,i,i,-0.5%,i
N#Cc1nc(-c2ccccc2Cl)oc1NCc1ccco1,-0.2%,-12.5%,?,?,?,1.7%,2.3%,i,i,-2.4%,i
O=C1CC(N2CCN(CCc3ccccn3)CC2)C(=O)N1c1ccc(Cl)cc1 (stereo unspecified),-1.6%,-4.3%,-2.3%,?,7.8%,-6.0%,0.0%,?,i,1.1%,i
CCC(=O)Nc1cc(-c2nn(C)c(=O)c3ccccc23)ccc1OC,0.2%,-1.4%,-15.3%,i,12.6µM*,4.1%,-3.2%,i,i,3.1%,i
Nc1nnc(Cc2c[nH]c3ccccc23)s1,/,0.5%,-6.1%,i,-9.0%,3.6%,0.0%,i,?,1.2%,i
O=C(NCc1ccc(Cl)cc1)c1cccnc1,1.4%[9.22 µM],-0.9%,-15.3%,/,-9.3%,5.8%,0.0%,/,/,1.7%,/
Cc1cnc(N)c2c(=O)oc3ccccc3c12,0.1%,5.4%,/,/,12.6µM*,1.1%,/,/,/,4.0%,/
CC(C)OC(=O)CCCCCN1C(=O)CSC1=S,0.0%[57.5 µM],9.3%,-14.7%,i,-5.4%,0.0%,0.0%,?,i,-1.7%,i
CN(C)C(=O)N1CCCC(C(=O)NCc2cccs2)C1 (stereo unspecified),-1.2%,-0.2%,3.7%,i,-5.0%,-10.4%,-1.1%,i,i,-0.5%,i
Cc1ccccc1-n1c(SCC(=O)N2CCCC2)nnc1-c1ccccn1,/,?,6.4%,i,3.0%,8.5%,0.0%,i,i,5.2%,i
Cc1cccc(N2CCN(c3nc4ccccc4n4cnnc34)CC2)c1C,-0.6%,-2.2%,8.4%,/,8.2%,-1.7%,-2.3%,/,/,-3.4%,/
COc1ccc(N2CCN(C(=O)CSc3nnc(COc4cccc5cccnc45)o3)CC2)cc1,/,-4.9%,-22.0%,i,9.0%,0.0%,2.6%,?,i,1.0%,i
COc1ccc(N(CC(=O)NC2CCCCCCC2)S(=O)(=O)c2c(C)nn(C)c2C)cc1,0.1%,-1.2%,-12.3%,/,-4.6%,5.8%,0.0%,/,/,2.0%,/
